Screening data deposited in PubChem by several laboratories.
Rac1 act GTP bind: modulators of GTP binding to human Rac1 activated mutant | P63000 | GST-Rac1 activated beads, fluorescent GTP binding, flow cytometry; actives lie on both sides; 100% means binding = to untreated wells | percent activity (GTP binding), % at 10 µM | 190,000 compounds, 0.11% hits | AID 764;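 active = GTP binding at least 20 percentage points away from the 100% baseline, in either direction, so actives lie on both sides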
Avidin fluor: avidin bead compound fluorescence profile; Avidin beads, compound fluorescence 488/530 nm, flow cytometry; hits give high values; fluorescence (KMESF) at 10 µM; 220,000 compounds, 0.38% hits; in the data active = fluorescence above about 47; note: inactives centre near 10
Mcl1 Bid PPI: disrupts binding of human Mcl-1 to Bid peptide. TR-FRET Mcl-1/Bid-Dy647 peptide binding, 1536-well. 220,000 compounds, 0.97% hits. inhibition, % at 21.7 µM;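 active = compounds that cut the binding signal by more than half at the single screening dose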;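 note: His-tagged Mcl-1 with europium anti-His antibody binding Bid BH3 peptide; 0% = Mcl-1 plus peptide wells and 100% = peptide-only wells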
Target sequence (Q07820 whole entry, looked up): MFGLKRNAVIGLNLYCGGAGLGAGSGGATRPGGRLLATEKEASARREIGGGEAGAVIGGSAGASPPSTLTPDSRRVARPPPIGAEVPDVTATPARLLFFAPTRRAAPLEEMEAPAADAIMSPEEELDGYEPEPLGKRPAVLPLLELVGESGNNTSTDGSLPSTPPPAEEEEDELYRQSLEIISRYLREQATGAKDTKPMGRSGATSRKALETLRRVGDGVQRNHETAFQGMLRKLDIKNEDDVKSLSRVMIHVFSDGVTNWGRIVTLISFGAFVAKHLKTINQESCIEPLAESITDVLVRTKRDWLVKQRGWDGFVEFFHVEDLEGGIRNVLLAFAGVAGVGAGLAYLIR
Pf gametocyte: kills late stage P. falciparum gametocytes; P. falciparum stage V gametocytes, ATP luminescence, 24 h; inhibition, % at 10.9 µM; AID 743093; 150,000 compounds, 0.065% hits;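 active = inhibition above the mean plus 3 SD of compounds within the control limits, set per campaign, cut at about 38% in these data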;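 note: 0% = DMSO wells and 100% = medium only without gametocytes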
Cdc42 wt GTP: modulators (inhibitors or activators) of GTP binding to human Cdc42 wildtype | percent activity (GTP binding), % at 10 µM | GST-Cdc42 beads, Bodipy-GTP binding, flow cytometry; actives lie on both sides | P60953 | 190,000 compounds, 0.2% hits | AID 761;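 active = percent activity GTP binding at least 20 points away from the 100% baseline, either down as inhibitor or up as activator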;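 note: median bead fluorescence of bound Bodipy-FL-GTP at 100 nM; 0% = excess unlabeled GTP control and 100% = no compound control; below 100% means less GTP binding so inhibitor and above means activator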
Target sequence (P60953 whole entry, looked up): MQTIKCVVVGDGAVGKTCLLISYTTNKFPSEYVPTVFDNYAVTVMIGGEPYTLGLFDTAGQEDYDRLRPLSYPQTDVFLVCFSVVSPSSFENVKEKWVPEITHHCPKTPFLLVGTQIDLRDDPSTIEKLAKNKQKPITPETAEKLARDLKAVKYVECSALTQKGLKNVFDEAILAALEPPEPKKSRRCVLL
Rab7 wt modul: alters GTP binding to wildtype dog Rab7; GST-Rab7 beads, fluorescent GTP binding, flow cytometry; actives lie on both sides; untreated = 100%, excess cold GTP = 0%; GTP binding activity (percent of control), % at 10 µM; 190,000 compounds, 0.055% hits; AID 758;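 active = fluorescent GTP binding to Rab7 beads changed by at least 20 points from the 100% baseline, either direction, mostly lower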;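 note: median green fluorescence of bound Bodipy-FL-GTP per Rab7 bead population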
Mcl1 Noxa PPI: disrupts binding of human Mcl-1 to Noxa peptide; AID 1022; Q07820; TR-FRET Mcl-1/Noxa peptide binding, 2 h; inhibition, % at 21.7 µM; 220,000 compounds, 1.5% hits;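 active = compounds that cut the protein-peptide binding signal by more than 50% relative to plate controls in a single-dose test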;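 note: His-tagged Mcl-1 with rhodamine Noxa BH3 peptide and terbium anti-His antibody; 0% = Mcl-1 plus Noxa peptide wells and 100% = peptide-only wells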
Rac1 wt GTP bind: modulators of human Rac1 wildtype GTP binding; P63000; GST-Rac1 beads, fluorescent GTP binding, flow cytometry; actives lie on both sides; 0 = cold GTP competed, 100 = untreated; GTP binding activity (% of control), % at 10 µM; 190,000 compounds, 0.27% hits;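 active = GTP binding activity at least 20 points away from the 100% control level, either lower or higher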
GSH fluor: compound fluoresces at 488/530 nm on GSH beads; GSH beads flow cytometry, compound fluorescence 488/530 nm; hits give high values; fluorescence (KMESF) at 10 µM; 190,000 compounds, 0.25% hits; AID 1776; in the data active = fluorescence above about 89;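 note: glutathione beads carrying GST-tagged Bcl family fusion proteins plus one bare bead set; values are compound well signal with DMSO vehicle wells as background; inactives centre near 16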
Rab2 wt GTP: changes GTP binding to wildtype dog Rab2A, up or down. P61105. GST-Rab2 wt beads, Bodipy-GTP binding, flow cytometry. GTP binding activity, % at 10 µM. 190,000 compounds, 0.19% hits. AID 760;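 active = GTP binding activity at least 20 points away from 100%, either lowered or raised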;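 note: 0% = beads with excess unlabeled GTP and 100% = no-compound control corrected for plate trend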
HRas wt GTP: changes GTP binding to wildtype human HRas | GTP binding activity, % at 10 µM | GST-Ras wt beads, Bodipy-FL-GTP binding, flow cytometry; actives lie on both sides | 190,000 compounds, 0.14% hits | AID 759 | P01112;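 active = GTP binding activity at least 20% away from the 100% baseline, either lowered as inhibitor or raised as activator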;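 note: 0% = unlabeled GTP competition control and 100% = no-compound control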
Target sequence (P01112 whole entry, looked up): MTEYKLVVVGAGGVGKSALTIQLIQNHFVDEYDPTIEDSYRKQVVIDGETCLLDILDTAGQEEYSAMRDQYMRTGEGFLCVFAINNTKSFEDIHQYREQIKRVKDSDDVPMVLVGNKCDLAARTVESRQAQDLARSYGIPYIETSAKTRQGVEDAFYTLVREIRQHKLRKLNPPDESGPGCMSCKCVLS
* hit, by the source's call; . = not tested or not shown. Rows are unselected, and some 3% of all compounds hit somewhere here.

Structure	Rac1 act GTP bind	Avidin fluor	Mcl1 Bid PPI	Pf gametocyte	Cdc42 wt GTP	Rab7 wt modul	Mcl1 Noxa PPI	Rac1 wt GTP bind	GSH fluor	Rab2 wt GTP	HRas wt GTP
COc1ccc(Oc2coc3cc(OC(=O)/C=C/c4ccccc4)ccc3c2=O)cc1	98	12	-6	-3	99	98	1	102	13	96	99
Cc1[nH]c(=O)[nH]c(=O)c1Cc1cccc2ccccc12	97	14	2	21	94	102	5	93	12	98	98
CC1(C)SCC(C(=O)O)N1C=O (centres undefined)	100	12	-12	12	102	104	15	106	35	103	103
Cn1c(=O)c(C(=O)COC(=O)c2cc(C(F)(F)F)nc3ccccc23)c(N)n(Cc2ccccc2)c1=O	97	12	-7	.	99	98	-36	102	18	98	98
O=C(CCl)Nc1ccc2c(c1)OCO2	98	9	-44	7	99	98	15	103	19	101	96
Cc1cc(C(=O)NNC(=O)c2cccc(S(=O)(=O)N3CCOCC3)c2)c2ccccc2n1	93	26	-6	0	95	102	63*	96	16	97	100
O=C1CCC(N2C(=O)c3ccccc3C2=O)C(=O)N1 (centres undefined)	98	4	-1	.	102	103	7	101	14	102	99
COc1ccccc1CN=C1NC(=O)C(CC(=O)Nc2ccc(OC)c(OC)c2)S1 (centres undefined)	99	11	-7	-10	105	103	18	105	23	103	103
COc1cc(CNCCCN2CCOCC2)cc(Br)c1OCc1ccc(Cl)cc1	96	11	-8	-2	97	103	29	98	9	97	98
CCOC(=O)c1cccc2c1-c1ccccc1/C2=N/O	95	19	23	.	102	96	0	95	6	100	98
CCOc1cc(N2CCOCC2)c(OCC)cc1NC(=O)COc1cccc2cccnc12	92	9	-65	.	97	97	-34	95	25	96	97
COc1ccc(C2=NN(Cc3ccccc3)C3C(=O)NC(=O)C23)cc1 (centres undefined)	92	9	-12	-6	95	97	4	96	18	91	93
COCCCNC(=O)Nc1ccc(Br)cc1Cl	96	15	6	.	96	95	3	92	24	96	96
CC(=O)NC(Cc1c[nH]c2ccccc12)C(=O)NCc1ccc2c(c1)OCO2 (centres undefined)	97	7	-20	10	101	100	-2	99	25	99	99
CCc1nnc(NC(=O)c2c(OC)cccc2OC)s1	100	14	-11	-4	104	101	11	110	36	100	100
Cc1nc(Nc2cccc(C(F)(F)F)c2)nc2c1C(=O)CC(C)C2 (centres undefined)	97	8	-28	-15	97	101	22	88	12	103	100
Cc1nn(-c2ccc(F)cc2)c(C)c1NS(=O)(=O)c1ccc2ccccc2c1	97	14	-4	.	99	98	10	101	10	99	99
Cc1ccccc1-n1c(Cn2c(=O)sc3ccccc32)nnc1SCC(N)=O	99	20	-3	.	103	100	-7	105	14	99	100
COc1ccc2o/c(=N/NC(=S)Nc3ccccc3)c(C(N)=O)cc2c1	98	19	-8	.	113	98	33	101	11	97	97
Cc1ccc(C(=O)/C=C/Nc2ccccc2C(N)=O)cc1	99	13	-22	.	105	100	17	100	17	101	103

Some entries already given, reduced to Cdc42 wt GTP and HRas wt GTP.
SMILES	Cdc42 wt GTP	HRas wt GTP
Cc1[nH]c(=O)[nH]c(=O)c1Cc1cccc2ccccc12	94	98
CC1(C)SCC(C(=O)O)N1C=O (centres undefined)	102	103
Cn1c(=O)c(C(=O)COC(=O)c2cc(C(F)(F)F)nc3ccccc23)c(N)n(Cc2ccccc2)c1=O	99	98
O=C(CCl)Nc1ccc2c(c1)OCO2	99	96
Cc1cc(C(=O)NNC(=O)c2cccc(S(=O)(=O)N3CCOCC3)c2)c2ccccc2n1	95	100
O=C1CCC(N2C(=O)c3ccccc3C2=O)C(=O)N1 (centres undefined)	102	99

The list goes on.
Structure	Rac1 act GTP bind	Avidin fluor	Mcl1 Bid PPI	Pf gametocyte	Cdc42 wt GTP	Rab7 wt modul	Mcl1 Noxa PPI	Rac1 wt GTP bind	GSH fluor	Rab2 wt GTP	HRas wt GTP
Cc1ccc(S(=O)(=O)N(C)c2ccc(C(=O)Nc3c(C)n(C)n(-c4ccccc4)c3=O)cc2)cc1	92	10	-26	-23	93	101	2	93	11	96	95
CC1CCCCC1NCC#CCOc1ccc(Cl)cc1 (centres undefined)	97	10	17	.	95	97	16	100	10	96	98
O=C(O)C1CCCN1c1ncnc2ccccc12 (centres undefined)	99	10	-25	.	99	94	2	96	37	96	97
CCCC(=O)Nc1sc2c(c1C(=O)OC)C(C(=O)OC)CC2 (centres undefined)	102	20	-12	.	103	98	1	106	11	100	102
Nc1ccc(N2CCN(c3ccc(F)cc3)CC2)cc1	96	8	-30	-26	94	99	61*	98	12	95	97
O=C(CSc1nnc(Cn2nnc(-c3ccccc3)n2)n1-c1ccccc1)Nc1ccc(F)cc1	92	2	-14	-8	91	97	8	93	31	96	94
CC(C)NC(=O)c1cc2cc(Br)ccc2oc1=O	98	15	-1	-8	98	98	-7	96	27	98	100
C=CCC1c2cccc(C(=O)O)c2C(=O)N1c1ccc(Cl)cc1 (centres undefined)	88	7	-2	.	92	90	4	88	31	88	92
O=C(COC(=O)c1c2c(nc3ccccc13)/C(=C\c1cccs1)CCC2)Nc1ccccc1	99	6	-3	2	100	103	28	105	9	99	96
CC(C)OCCCNC(=O)C1CCN(S(=O)(=O)N2CCCCC2)CC1	100	3	-35	.	102	98	-2	103	14	103	102
CC(=O)c1ccc(NC(=O)C(C)Sc2nnnn2C)cc1 (centres undefined)	100	12	12	.	103	102	2	108	26	98	102
COc1ccc(-n2c(Cc3cccn3C)nnc2SCC(=O)Nc2ccccc2)cc1	96	4	-42	.	99	99	15	94	17	99	96
CC(C)c1nc(SCC(=O)Nc2ccc([N+](=O)[O-])cc2Br)n[nH]1	92	9	-28	-2	97	102	6	94	14	98	97
O=C(COC(=O)CC1CC2CCC1C2)Nc1ccc(F)cc1 (centres undefined)	93	9	-26	-12	96	105	16	98	15	96	97
CCOC(=O)c1oc2ccc(S(=O)(=O)n3nc(-c4ccccc4)cc3N)cc2c1C	98	5	-11	.	97	96	-1	102	16	99	99
CCOc1cc(N2CCOCC2)c(OCC)cc1NC(=O)c1ccc2ccccc2n1	99	11	-6	-29	97	95	48	103	11	95	97
N#CC1=C(N2CCCCC2)c2cc3c(n2C1=O)CCCC3	99	6	-63	.	101	98	-13	102	13	99	100
CC(C)(C)OC(=O)N1CCC(c2cc(-c3cccs3)n[nH]2)CC1	99	6	-7	6	98	102	7	102	18	97	97
CCCC(C)c1nnc(NC(=O)c2cc(C(=O)OC)cc([N+](=O)[O-])c2)s1 (centres undefined)	93	26	5	.	97	97	15	98	15	95	97
CN1CCN(NC(=S)NC2CCCC2)CC1	96	7	-36	.	101	100	4	99	17	99	97

Structures listed so far shown as hits in Mcl1 Noxa PPI.
mol | Rac1 act GTP bind | Avidin fluor | Mcl1 Bid PPI | Cdc42 wt GTP | Rab7 wt modul | Mcl1 Noxa PPI | Rac1 wt GTP bind | GSH fluor | Rab2 wt GTP | HRas wt GTP
Cc1cc(C(=O)NNC(=O)c2cccc(S(=O)(=O)N3CCOCC3)c2)c2ccccc2n1 | 93 | 26 | -6 | 95 | 102 | 63* | 96 | 16 | 97 | 100
Nc1ccc(N2CCN(c3ccc(F)cc3)CC2)cc1 | 96 | 8 | -30 | 94 | 99 | 61* | 98 | 12 | 95 | 97

Additional entries follow:
Structure	Rac1 act GTP bind	Avidin fluor	Mcl1 Bid PPI	Pf gametocyte	Cdc42 wt GTP	Rab7 wt modul	Mcl1 Noxa PPI	Rac1 wt GTP bind	GSH fluor	Rab2 wt GTP	HRas wt GTP
C/C(=N\O)C(=O)OC1CC(C)CCC1C(C)C (centres undefined)	101	14	-2	23	102	104	7	104	14	101	99
O=C(CSCC(=O)N1CCCCC1)Nc1nc(-c2ccc(Cl)s2)cs1	95	5	-9	.	99	99	31	102	20	99	99
CCOC(=O)CNC(=O)c1cccnc1	100	7	8	12	107	96	7	103	18	103	103
Cc1csc(NC(=O)c2ccccc2[N+](=O)[O-])n1	97	9	1	-14	98	97	1	98	12	97	98
Cn1cccc1C(=O)OCC(=O)N1c2ccccc2NC(=O)C1(C)C	96	12	-8	.	97	104	-2	101	14	98	97
CCC1=NN(C(=O)Cc2ccccc2)C(O)(c2ccncc2)C1 (centres undefined)	94	9	-11	.	100	103	8	97	13	103	99
Cc1cc(NC(=S)NC(=O)/C=C/c2ccc(S(=O)(=O)N3CCOCC3)cc2)ccc1Br	96	7	-36	-8	95	95	-4	98	18	97	95
O=C(N/N=C/c1cccnc1)c1ccc2c(c1)OCCO2	100	14	3	.	100	100	7	102	23	97	98
CN1C(=O)CSc2ccc(NC(=O)N3CCC(N4CCCCC4)CC3)cc21	96	4	-17	2	99	97	26	97	59	98	98
COc1ccc(Oc2nc(C)nc3c2oc2ccccc23)cc1	95	17	5	.	93	96	8	92	9	97	94
CC(C)CC(c1nnnn1C1CCCC1)N1CCN(C(=O)c2ccco2)CC1 (centres undefined)	97	11	15	.	98	97	25	97	24	97	97
CC(Oc1cccc2cccnc12)C(=O)N/N=C/c1ccccc1 (centres undefined)	94	2	-13	21	95	95	-5	96	10	95	94
Cc1noc(C)c1CSc1ccc(Br)cc1	99	12	-7	-19	104	101	-15	103	23	101	102
CCc1nc(SCC(=O)NCc2ccco2)c2c3c(sc2n1)CCCC3	98	10	-10	.	99	95	11	105	33	97	101
O=C(COc1ccc2ccc(=O)oc2c1)N1CCN(c2ccccc2)CC1	96	9	-27	-2	97	98	8	100	14	96	96
CCS(=O)(=O)CCn1c([N+](=O)[O-])cnc1C	97	8	-6	.	103	97	34	98	19	101	99
Cc1cc(/C=N/n2cnnc2)c(C)n1-c1ccc(Cl)cc1Cl	96	10	-39	.	98	96	12	101	26	96	98

Single records (already shown).
`Cc1cc(/C=N/n2cnnc2)c(C)n1-c1ccc(Cl)cc1Cl` as listed: Rac1 act GTP bind: 96; Avidin fluor: 10; Mcl1 Bid PPI: -39; Pf gametocyte: .; Cdc42 wt GTP: 98; Rab7 wt modul: 96; Mcl1 Noxa PPI: 12; Rac1 wt GTP bind: 101; GSH fluor: 26; Rab2 wt GTP: 96; HRas wt GTP: 98
`Cc1cc(NC(=S)NC(=O)/C=C/c2ccc(S(=O)(=O)N3CCOCC3)cc2)ccc1Br` as listed: Rac1 act GTP bind: 96; Avidin fluor: 7; Mcl1 Bid PPI: -36; Pf gametocyte: -8; Cdc42 wt GTP: 95; Rab7 wt modul: 95; Mcl1 Noxa PPI: -4; Rac1 wt GTP bind: 98; GSH fluor: 18; Rab2 wt GTP: 97; HRas wt GTP: 95
